# POLH inh = DNA polymerase eta (human) inhibition; 1.2% of 390,000 active; Potency, µM (top dose mostly 114 µM), for inactives: top-dose activity change, negative = inhibition, hits mostly inhibitors; Q9Y253; recombinant Pol eta, fluorescent DNA replication assay; further: potency means the concentration at half of the fitted maximal effect; on the % scale 0 is the no-effect control and ±100 the full control effect
# Target sequence (Q9Y253 whole entry, looked up): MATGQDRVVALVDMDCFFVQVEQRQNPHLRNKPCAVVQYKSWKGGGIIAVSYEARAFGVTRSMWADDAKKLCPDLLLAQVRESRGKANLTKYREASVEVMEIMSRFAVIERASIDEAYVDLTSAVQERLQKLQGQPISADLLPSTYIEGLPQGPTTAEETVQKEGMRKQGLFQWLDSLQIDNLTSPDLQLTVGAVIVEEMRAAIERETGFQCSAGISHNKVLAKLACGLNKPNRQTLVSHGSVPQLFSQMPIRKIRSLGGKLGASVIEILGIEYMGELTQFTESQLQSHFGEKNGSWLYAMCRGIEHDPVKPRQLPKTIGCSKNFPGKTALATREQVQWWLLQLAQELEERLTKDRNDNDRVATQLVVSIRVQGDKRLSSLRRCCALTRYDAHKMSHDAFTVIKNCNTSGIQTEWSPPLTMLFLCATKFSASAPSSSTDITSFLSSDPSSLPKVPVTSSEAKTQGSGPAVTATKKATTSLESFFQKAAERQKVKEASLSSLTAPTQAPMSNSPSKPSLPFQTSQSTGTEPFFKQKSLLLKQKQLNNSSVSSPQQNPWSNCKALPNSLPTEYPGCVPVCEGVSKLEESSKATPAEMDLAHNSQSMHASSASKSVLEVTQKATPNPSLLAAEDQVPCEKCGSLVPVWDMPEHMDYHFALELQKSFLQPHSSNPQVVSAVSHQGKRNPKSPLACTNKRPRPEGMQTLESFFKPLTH
#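 Fluorescent replication assay: 50 nM final substrate added after a 15 min room-temperature compound preincubation with 10 nM enzyme. Signal taken at 0 min and again at 10 min.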
# Pol kappa inh = blocks human DNA polymerase kappa activity; purified Pol kappa, fluorescent DNA synthesis assay, 10 min; Potency, µM (titrated, usually from 107 µM), without a hit: at the highest dose activity, negative = inhibition, hits mostly inhibitors; 0.53% of 400,000 active; further: potency means the concentration at half of the fitted maximal effect; on the % scale 0 is the no-effect control and ±100 the full control effect
#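 Pol kappa 10 nM + cpd, 15 min RT; start w/ substrate 50 nM final; fluorescence kinetic read, 0 and 10 min. Neg ctrl: buffer, no enzyme.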
# LDHA block = inhibitors of human lactate dehydrogenase A; P00338; purified LDHA, NADH/diaphorase-resazurin fluorescence; active compounds read low; activity change, % (values are at about 110 or 230 µM); 0.15% of 480,000 active; in the data active means activity change below about -30%; inconclusive means mostly about -25% to -30%;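 further: plate controls were DMSO wells for no effect and wells without enzyme for full effect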
#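 LDH5 2 nM; NADH 0.06 mM, pyruvate 0.2 mM; 200 mM Tris pH 7.4, EDTA, Tween-20; 5 min RT. Detection: diaphorase 0.133 mg/mL + resazurin 37 µM, fluorescence ex540/em590 at 0 and 20 min; normalized to enzyme-free and DMSO wells.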
# RGS4 inh = blocks human RGS4-accelerated GTP hydrolysis; P49798; Transcreener GDP fluorescence polarization, RGS4-accelerated GTP hydrolysis; Potency, µM (highest dose often 114 µM), for the others: at the highest dose activity change, negative = inhibition, most hits filed as inhibitors; 0.039% of 390,000 active; AID 504845; further: potency means the concentration at half of the fitted maximal effect; on the % scale 0 is the no-effect control and ±100 the full control effect; nearly all actives have a fitted effect of over 75% in size; some results filed as inactive show a strong effect at the top dose
#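 MLSMR compounds (23 nl, pin-transferred) preincubated 10 min at room temperature with a 500nM (2x) first reagent, then RGS4 at 900nM (2x) plus Transcreener GDP mix added; fluorescence polarization (620/688 nm) read before and after 90 min at 30 °C.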
# Anesthetic bind = candidate novel general anesthetic via apoferritin binding | apoferritin/1-aminoanthracene competitive binding, fluorescence | Potency, µM (titrated, usually from 77.5 µM), for inactives: at the highest dose activity change, negative = displacement, hits mostly inhibitors | 0.074% of 350,000 active | AID 485281; further: potency means the concentration at half of the fitted maximal effect; on the % scale 0 is the no-effect control and ±100 the full control effect; nearly all actives have a fitted effect of over 20% in size
# Target sequence (P02791 2-175 limits assumed): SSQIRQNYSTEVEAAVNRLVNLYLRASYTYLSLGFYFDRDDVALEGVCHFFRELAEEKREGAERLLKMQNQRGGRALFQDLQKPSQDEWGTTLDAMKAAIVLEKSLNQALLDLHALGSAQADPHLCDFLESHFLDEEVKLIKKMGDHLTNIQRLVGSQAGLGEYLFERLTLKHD
#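 Steps: apoferritin (10 uM) was premixed with half-saturated 1-AMA in PBS, compounds were pin-transferred, plates stood 10 min at room temperature, fluorescence was read at 380/535 nm, and curves were fitted with a Hill equation.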
# APE1 inh = APE1 (human) endonuclease inhibition; 0.35% of 350,000 active; AID 2517; Potency, µM (top dose mostly 65.8 µM), for the others: at the top dose activity change, negative = inhibition, usual class: inhibitors; recombinant APE1, TAMRA/BHQ-2 abasic DNA cleavage fluorescence; P27695;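 further: potency means the concentration at half of the fitted maximal effect; plate controls were vehicle for no effect and reference inhibitor for full effect; nearly all actives have a fitted effect of over 55% in size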
#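 Activity was derived from the fluorescence gain between first and third kinetic reads (60 s intervals, ex 525/em 598 nm) after 50 nM THF-abasic TAMRA/BHQ-2 duplex was added to 0.75 nM APE1 preincubated 15 min with compound.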
# ALOX12 inh = ALOX12 (human) lipoxygenase inhibition. P18054. purified 12hLO, xylenol orange hydroperoxide absorbance. Potency, µM (highest dose often 108 µM), for inactives: at the highest dose activity change, negative = inhibition, most hits filed as inhibitors. 1.1% of 580,000 active. AID 1671190; further: potency means the concentration at half of the fitted maximal effect; on the % scale 0 is the no-effect control and ±100 the full control effect
#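 Hydroperoxide product was detected by ferrous iron/xylenol orange as the 573 to 405 nm absorbance ratio. Arachidonic acid at 40 uM (final) was turned over for 30 min at room temperature by 150 nM human 12hLO, pH 7.0 Hepes buffer, after 15 min compound preincubation.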
# Pol beta inh = inhibitors of human DNA polymerase beta; Pol beta primer extension/strand displacement, fluorescence kinetic; 1.3% of 340,000 active; Potency, µM (top dose mostly 114 µM), for inactives: at the highest dose activity change, negative = inhibition, most hits filed as inhibitors; AID 485314; P06746; further: potency means the concentration at half of the fitted maximal effect; on the % scale 0 is the no-effect control and ±100 the full control effect
#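 Values derive from four-parameter Hill fits of normalized kinetic data: reads at 0 and 10 min following addition of 50 nM substrate to 10 nM Pol beta preincubated 15 min with compound.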
# ERG-DNA inh = ERG Ets/DNA interaction inhibition; P11308; fluorescence polarization, His-ERG Ets domain / labelled DNA; Potency, µM (highest dose often 76.9 µM), inactives show at the top dose FP activity, negative = inhibition, hits mostly inhibitors; 0.028% of 370,000 active; active means well fitted inhibition curve with a large enough effect in the polarisation, with a control signal flat; inconclusive means small, poorly fitted or top-dose-only effect, or effect the other way, or a change in a side signal; inactive means no such curve, though single readings can be large or run the other way; the % refers to the polarisation;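 further: polarization taken with two DNA probes labelled with fluorescein and Texas red; potency means the concentration at half of the fitted maximal effect; % of control where 0% means no effect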
#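 His-tagged ERG Ets domain (1 uM in the protein solution; 300mM KCl, 50mM Tris-HCl, 1mM EDTA, 1mM DTT, pH 7.5) received compound, then a probe mix of 5 nM fluorescein-DNA and 100nM Texas-615-DNA. Fluorescence polarization was read for both dyes.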
# * = called active by the depositor; ? = inconclusive; . = not tested or not shown; & = joins results of further samples; [ ] = remark or other dose. Unless noted, the call rests on the fitted dose curve; in most records, active means well fitted curve in the direction sought with a large enough effect; inconclusive means small, poorly fitted or top-dose-only effect, or another doubt; inactive means no such curve, though single readings can be large; an effect the other way counts as inactive or inconclusive.
SMILES	LDHA block	Pol kappa inh	Anesthetic bind	ALOX12 inh	RGS4 inh	APE1 inh	Pol beta inh	POLH inh	ERG-DNA inh
Cc1[nH]n(-c2ccccc2)c(=O)c1C1(C(F)(F)F)C(=O)N(c2ccccc2)C2=C1C(=O)CC(C)(C)C2 (stereo not given)	-6	-6%	-10%	-6%	9%	12%	1%	-10%	0%
CCOC(=O)Cc1csc(SCc2nc3ccccc3c(=O)[nH]2)n1	-2	-5%	-12%	3%	-12%	2%	-13%	-11%	-7%
COc1cc(OC)cc(C(=O)NCC2CCCN(C(=O)c3csc(C(C)C)n3)C2)c1 (stereo not given)	-6	-13%	-6%	-10%	0%	-5%	1%	-2%	0%
CCOc1cc(C#N)c(NC(=O)c2cccnc2)cc1OCC	1	-1%	-12%	9%	-2%	6%	15%	-9%	-1%
O=C(O)CN1C(=O)/C(=C2\C(=O)N(Cc3ccccc3Cl)c3ccccc32)SC1=S	7	2%	22%	7%	-2%	-94%	-27%	1%	-7%
COCCNC(=O)C1CC2Cn3c(nc4cc(Cl)c(Cl)cc43)C2N1C (stereo not given)	5	13%	29%	-10%	6%	5%	3%	-8%	3%
Cc1cccc(NC(=O)c2nc[nH]c2C(=O)N[C@H](C)c2ccccc2)c1	5	-9%	.	-14%	-3%	-24%	.	-19%	6%
O=C(CSc1nnc(-c2cccnc2)n1CCN1CCCCC1)Nc1cccc(Cl)c1	2	-20%	-4%	-3%	11%	-5%	7%	-13%	-1%
CC(=O)OC1=CN(Cc2ccccc2)S(=O)(=O)c2ccccc21	-13	-35%	-12%	2%	15%	.	1%	-17%	4%
COc1ccc(NC(=O)COC(=O)CCCc2c[nH]c3ccccc23)cc1OC	-5	-12%	?	0%	-4%	-4%	21%	-9%	-8%
O=C(NCCC(=O)N1CCN(c2ccc(F)cc2)CC1)c1ccco1	-2	-19%	.	-1%	6%	4%	.	0%	-13%
CNC(=O)NC(=O)COC(=O)c1n[nH]c2ccccc12	-3	-15%	4%	-1%	14%	5%	1%	3%	-4%
O=C(Nc1ccc(NC(=O)c2cc3ccccc3o2)cc1)c1ccccc1	-6	0%	42%[activator]	?	-4%	.	-1%	-11%	-6%
COc1ccc(NC(=O)CN(C)C(=O)c2ccc(S(=O)(=O)Nc3ccccc3C)cc2)cc1	-4	-12%	.	11%	-11%	-1%	.	-23%	-5%
Cc1ccc(C(=O)CSc2nc(C(C)C)nc3ccccc23)cc1	-10	-16%	?	-11%	-8%	2%	-6%	-17%	-9%
Cc1oc2ccc(O)c(CN(C)Cc3ccccc3)c2c1C(=O)Nc1cccc(Cl)c1C	4	-8%	-3%	?	-11%	.	8%	-4%	11%
CCN(Cc1ccccc1)C(=O)CCc1nc(-c2ccc(C)cc2)no1	2	-8%	-24%	0%	-12%	-6%	-23%	-8%	-1%
O=S(=O)(Nc1cc(Cl)ccc1-n1cncn1)c1ccc(F)cc1	-3	-1%	.	?	-18%	4%	.	-15%	6%
CC(=O)C1=C(O)C(=O)N(Cc2cccnc2)C1c1ccccc1Cl (stereo not given)	3	2%	-7%	-92%	6%	6%	?	-9%	-2%
COc1cccc(Cn2c(CNC(=O)C(C)C)nc3cccnc32)c1	-5	-8%[60.1 µM]	-5%	-2%	-2%	.	17%	2%	-5%
N#Cc1ccc(Oc2ncccn2)cc1	-3	5%	.	-2%	13%	.	.	-5%	-4%
CCOc1ccc(-c2ccc(C=O)o2)c([N+](=O)[O-])c1	-1	3%	-13%	?	18%	0%	1%	-10%	-4%
COc1ccc2ccccc2c1C1NC(=O)c2ccccc2N1 (stereo not given)	-5	-11%	.	1%	4%	.	.	-14%	-3%
CCCCc1cc(=O)oc2c(C)c(OCC(=O)NCc3ccccn3)ccc12	-7&1	-4%	0%	4%&37%	1%	54%[activator]	19%	-19%	1%
CN(CC(=O)Nc1ccc(F)c(F)c1F)C(=O)c1nn(Cc2ccccc2)c(=O)c2ccccc12	-2	-6%	.	8%	-17%	26%	.	-19%	-4%
CC1=NOC(=O)/C1=C\c1ccc(-c2ccc(Br)cc2)o1	-3	-14%	?	45µM*	?	1%	32µM*	20µM*	20%
O=C(CSc1nc2cc(C(=O)O)ccc2c(=O)n1-c1ccc(F)cc1)Nc1ccc(F)c(F)c1F	-4	-14%	5%	?	6%	43%	?	-1%	15%
COCCn1c(Br)nc2c1c(=O)n(C)c(=O)n2C	-1&-7	-8%	-7%	1%&0%	15%	2%	-25%	9%	2%
CC(OC(=O)Cc1ccc(F)cc1)C(=O)NCc1ccc2c(c1)OCO2 (stereo not given)	-2	-9%	.	0%	-8%	28%	.	-13%	1%
CCCCSCCCNC(=O)C1CCN(Cc2nc(-c3ccc(CC)cc3)oc2C)CC1	-8	-15%	-5%	-17%	-9%	.	?	-33%	1%
CCCCn1c(Cc2ccccc2)nnc1SCC(=O)Nc1cc(C)on1	-3	1%	-9%	-3%	-4%	7%	2%	12%	-7%
S=C(Nc1ccc2cn[nH]c2c1)Nc1ccc(Cl)cc1Cl	10	-5%	-17%	?	?	-11%	?	-20%	8%
CCOc1ccc(S(=O)(=O)Nc2ccc(C(=O)N3CC(C)OC(C)C3)cc2)cc1 (stereo not given)	-1	-4%	.	8%	21%	10%	.	-2%	0%
COc1ccc(NC(C)C(=O)Nc2ccc(C#N)cc2)cc1Cl (stereo not given)	1	0%	-9%	-14%	-5%	20%	10%	-3%	-4%
Cc1cc(C)cc(NC(=S)NC2CC3CCCC(C2)N3C2CCCC2)c1 (stereo not given)	-3	-6%	-11%	-17%	9%	6%	-23%	-13%	-11%
Cc1ccc(SCC(=O)NNC(=O)C2CCCCC2)cc1	-2	-3%	-18%	26%	-12%	1%	-1%	-19%	9%
O=C(c1ccc(-c2ccccc2)cc1)N1CCN(c2ccccn2)CC1	-4	4%	-21%	-24%	0%	?	17%	-11%	-10%
CC(=O)c1cccc(NC(=O)NC(C)c2ccc3c(c2)OCO3)c1 (stereo not given)	-7	-6%	-16%	-2%	-7%	35%	16%	-11%	4%
CCOc1cc2[nH]c(=O)n(CCCCCC(=O)NC(C)CC)c(=O)c2cc1OCC (stereo not given)	0	-3%[60.1 µM]	-14%	2%	-20%	.	-15%	-14%	1%
Cc1nc(-c2coc3cc(OCC(=O)O)ccc3c2=O)cs1	-12	-17%	-4%	-24%	10%	-7%	39%	-10%	0%
CCCCCNC(=O)C(=O)C1C(=O)Nc2ccccc21 (stereo not given)	-1	-13%	10%	0%	9%[56.9 µM]	23%	28%	-2%	1%
Cc1cc(-c2nnc(SCC(=O)Nc3nc(-c4ccccc4)cs3)o2)no1	-4	?	-3%	-16%	-17%[56.9 µM]	-11%	?	-25%	10%
O=C1COc2ccc(C(=O)c3ccccc3C(=O)NCc3ccco3)cc2N1	-8	-30%	-11%	-31%	20%	-2%	9%	1%	0%
CSc1nsc(SCC(=O)Nc2ccc(F)cc2)n1	-7	-12%	2%	-4%	29%	-4%	2%	6%	13%
OCC1(CCc2ccccc2)CCN(Cc2ccc3nsnc3c2)CC1	-6	-6%	?	-13%	-17%	-4%	3%	-4%	-10%
COc1ccc(S(=O)(=O)Nc2ccccc2C(=O)N2CCOCC2)cc1Cl	0	8%	-3%	176%[activator]	-1%	10%	8%	-11%	-3%
NC(=O)[C@@H]1CC2(CC(c3cccc(NC(=O)COc4ccc(Cl)cc4)c3)=NO2)CN1C(=O)c1ccccc1 (stereo not given in full)	2	-5%	-6%	?	-15%	-10%	1%	-26%	-26%
CN(c1ccccc1)c1nc(N)c(C#N)c(CC#N)c1C#N	-9	-10%	-6%	?	-7%	-2%	5%[57.1 µM]	-3%	-9%
O=C(Cn1c(C(F)(F)F)nc2ccccc21)Nc1ccccc1C(=O)O	-3	5%	-9%	6%	5%	-1%	1%	-6%	2%
COc1cc(CCC(=O)OCC(=O)Nc2ccccc2C(C)C)cc(OC)c1OC	-10	-6%	5%	-15%	-32%	4%	21%	-12%	-6%
O=C(NCc1ccco1)c1cccnc1-c1nc2ccccc2s1	12	-16%	-22%	?	?	-1%	-15%	?	1%
Cc1cccc(NC(=O)CSc2nnc(-c3ccccc3)n2N)c1C	-6	-3%	-22%	-1%	-8%	-1%	9%	-18%	3%
CC(C)(C)c1ccc(C(=O)NN2CCOCC2)cc1	-7	7%	-8%	-12%	2%	-11%	22%	-6%	1%
CCc1ccc(CCC(=O)Nc2ncc(Cc3ccccc3Cl)s2)o1	-14	-13%	-9%	-13%	-15%	3%	0%	-2%	-8%
Cc1ccc(NC(=O)Nc2c(C)n(C)n(-c3ccccc3)c2=O)c(Cl)c1	-5	1%	3%	-2%	6%	.	28%	-9%	2%
FC(F)Oc1ccccc1C1CC(c2ccc(Br)s2)Nc2ncnn21 (stereo not given)	-2	1%	-18%	3%	-3%	0%	-28%	-16%	0%
O=C(COC(=O)c1c(F)cccc1F)c1ccc[nH]1	1	-19%	-19%	.	6%	-9%	6%	9%	-2%

# Screening data (PubChem)

# Only part of the results is shown (hit frequency here may not be typical).
